ATG4B inhibitor: ATG4B (human) cysteine protease inhibition | ATG4B cleavage of LC3-PLA2, NBD-HPC fluorescence, 1 h | inhibition, % at 8.33 µM | AID 504462 | actives 0.51% (n = 340,000) | Q9Y4P1; in the data active means inhibition above about 40%
SENP8 inh: SENP8 (human) protease inhibition | recombinant SENP8, Nedd8 substrate fluorescence | actives 0.64% (n = 360,000) | inhibition, % at 20 µM | Q96LD8; in the data active means inhibition mostly above about 40%, no sharp cut-off; inactive means mostly below about 27%
Target sequence (Q96LD8 whole entry, looked up): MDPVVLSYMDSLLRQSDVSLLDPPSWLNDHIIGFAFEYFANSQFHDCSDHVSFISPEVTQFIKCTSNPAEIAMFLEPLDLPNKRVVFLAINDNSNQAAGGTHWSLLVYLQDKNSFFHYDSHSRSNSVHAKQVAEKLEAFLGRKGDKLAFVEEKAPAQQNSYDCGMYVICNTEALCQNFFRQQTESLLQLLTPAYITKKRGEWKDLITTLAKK
SENP6 block: inhibitors of human SENP6 protease; Q9GZR1; Recombinant SENP6 catalytic domain, aminoluciferin luminescence; inhibition, % at 10 µM; actives 1.8% (n = 330,000); AID 2599;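 active means inhibition above about 50% at the single tested dose, limit read from the data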;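 further: plate controls were DMSO wells with enzyme for no effect and DMSO wells lacking enzyme for full effect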
Target sequence (Q9GZR1 628-1112 limits assumed): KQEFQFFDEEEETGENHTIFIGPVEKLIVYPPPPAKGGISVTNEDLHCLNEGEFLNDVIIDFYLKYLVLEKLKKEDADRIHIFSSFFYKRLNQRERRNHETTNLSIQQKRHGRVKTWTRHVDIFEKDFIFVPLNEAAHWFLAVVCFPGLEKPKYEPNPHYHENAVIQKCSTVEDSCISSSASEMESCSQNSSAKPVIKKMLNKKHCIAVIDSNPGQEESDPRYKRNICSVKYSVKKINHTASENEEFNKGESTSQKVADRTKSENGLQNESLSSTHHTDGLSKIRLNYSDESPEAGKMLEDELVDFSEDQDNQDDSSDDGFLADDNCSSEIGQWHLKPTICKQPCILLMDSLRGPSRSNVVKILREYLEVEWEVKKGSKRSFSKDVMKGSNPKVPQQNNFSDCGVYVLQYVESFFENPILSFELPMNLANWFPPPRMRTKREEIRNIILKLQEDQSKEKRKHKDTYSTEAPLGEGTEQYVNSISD
SENP1 FRET inh: SENP1 (human) catalytic domain inhibition; inhibition, % at 10 µM; AID 624204; recombinant SENP1 catalytic domain, CyPet-SUMO1-YPet FRET cleavage; Q9P0U3; actives 0.21% (n = 360,000);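 active means inhibition at least 30% at 10 µM, raw YFP signal under a set limit, fluorescence ratio 0.5 to 1.5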;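 further: 0% = enzyme with DMSO and 100% = no enzyme wells; some results filed as inactive read as strong as hits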
Target sequence (Q9P0U3 419-644 limits assumed): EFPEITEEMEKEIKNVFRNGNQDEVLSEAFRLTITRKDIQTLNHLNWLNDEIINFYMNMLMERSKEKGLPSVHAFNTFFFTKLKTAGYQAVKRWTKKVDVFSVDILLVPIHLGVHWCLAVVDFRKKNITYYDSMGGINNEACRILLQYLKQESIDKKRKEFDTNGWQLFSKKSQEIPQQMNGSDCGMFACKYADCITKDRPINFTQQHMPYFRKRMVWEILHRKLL
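Assay system: hSENP1 catalytic domain, recombinant. Amount: SENP1 enzyme, 20 pM final. Schedule: 50 min reaction, RT, dark. Technique: FRET, CFP and YFP emission. Control set: no-enzyme wells low, DMSO-plus-enzyme wells high control.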
PfGluPho inh: PfG6PD (Plasmodium falciparum) enzyme inhibition | PfGluPho enzyme, NADPH resazurin-diaphorase fluorescence | inhibition, % at 20 µM | actives 0.78% (n = 350,000) | AID 504690;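 active means inhibition reaching at least a set limit at 20 µM in the primary screen, cut at about 59% in these data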;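 further: 0% = DMSO wells with substrate and 100% = DMSO wells lacking glucose-6-phosphate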
hIAP activ: increases human intestinal alkaline phosphatase activity; AID 2524; actives 0.16% (n = 330,000); purified human IAP, CDP-Star luminescence, 30 min; stronger effect = higher value; 1 = vehicle-only enzyme, 0 = enzyme-free background; P09923; activation factor at 10 µM;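 active means activation factor of the enzyme at least 2-fold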; further: the source names both 10 and 20 µM as test concentration; values of inactives mirror those of a sister screen read the other way
MPTP inh: permeability transition pore inhibition. actives 1.4% (n = 360,000). inhibition, % at 10 µM. isolated mouse mitochondria, Ca2+ swelling absorbance, 30 min;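 active means inhibition of 50% or more, scaled per plate between neutral and stimulator controls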;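 further: 0% = DMSO wells given calcium and 100% = 1 mM EGTA wells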
GRIN3A LBD mod: modulates the human NR3A ligand-binding domain; actives 2.5% (n = 340,000); NR3A LBD differential scanning fluorimetry, Tm shift; 0% = protein alone, 100% = glycine-bound protein; AID 1259313; Tm shift relative to glycine control, % at 25 µM;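 active means melting temperature shift of at least 10% of the positive control shift, at one fixed dose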
* marks the source's active call; other numbers are inactive results; i = inactive; . = not tested or not shown; & = joins results of further samples; ! = not confirmed by another sample.

SMILES	ATG4B inhibitor	SENP8 inh	SENP6 block	SENP1 FRET inh	PfGluPho inh	hIAP activ	MPTP inh	GRIN3A LBD mod
O=C(Nc1ccc(Cl)cc1)c1ccc2snnc2c1	-5	23	4	1	28	1.3	-1.7	-34
CCOC(=O)c1ccc2nc(NC(=O)c3ccco3)sc2c1	-6	i	93*	-149	-9	1.1	-4.3	16*
Cc1ccc(S(=O)(=O)Nc2ccc3cc([N+](=O)[O-])ccc3c2[N+](=O)[O-])cc1	-4	23	.	53*	-35	.	88*	3
CC1=C(C(=O)N2CCOCC2)CC(CC(=O)NCc2ccco2)C(=O)N1Cc1ccccc1 (configuration not stated)	.	14	.	0	-16	.	-1.8	.
O=C(NNc1nc2c(F)cc(F)cc2s1)c1ccccc1	-5	-2	-20	0	4	1.6	3.0	-1
COc1ccc(CCN2CC(C(=O)N(C)Cc3ccccc3OC)CCC2=O)cc1 (configuration not stated)	1	19	13	4	-2	1.2	-1.1	-1
C=CCCCCCCCCC(=O)N1CCN(c2cc3c(cc2F)c(=O)c(C(=O)O)cn3CC)CC1	-11	-284	-16	1	-5	1.1	3.8	-1
O=C(NNC(=O)C1CCN(S(=O)(=O)c2ccccc2)CC1)c1ccccc1O	-2	-267	-9	5	-40	1.2	-0.2	1
COCCNC(=O)c1cn(C)c2ccc(S(=O)(=O)N(C)C3CCCCC3)cc2c1=O	5	11	-6	2	-2	0.79	-2.6	-2
O=c1c2sccc2[nH]c(=S)n1Cc1ccccc1	-4	21	-3	0	6	0.82	-11	-5
CN1C[C@H](C(=O)N[C@]2(C)O[C@@]3(O)[C@@H]4CCCN4C(=O)[C@H](Cc4ccccc4)N3C2=O)CC2c3cccc4[nH]cc(c34)C[C@H]21 (some centres not stated)	-6&-12	-150&16	19	34*!	-7&0	1.1	-0.8&-3.3	-2&-1
CCOc1ccc(CCNC(=O)C(C)N2C(=O)CC(C)(C)Sc3ccccc32)cc1 (configuration not stated)	-1	29	-56	1	-16	1.2	1.7	-2
CN(C(=O)c1ccc2c(c1)CCO2)C(C)(C)C	3	6	-4	-1	-1	1	2.8	-2
COc1ccc(/C=C/CN2CCC(n3nccc3NC(=O)C3CCCC3)CC2)cc1	-3	10	-20	0	19	2.1*	-0.4	-1
CCOc1cc(C)c(S(=O)(=O)NCCCn2ccnc2)cc1C	-6	3	-6	1	-6	1.1	-0.5	1
CC1(C)Cc2ccccc2C(/C(=N\Nc2cccc(Cl)c2)C(N)=O)=N1	17	31	-2	2	25	0.93	7.2	-7
CCn1c(=O)cc(SCC(=O)N2CCN(C3CCCCC3)CC2)c2ccccc21	0	-17	-13	-6	2	1	-1.5	-3
CC1CCCN(S(=O)(=O)c2ccc(S(=O)(=O)NC(C)c3cccs3)cc2)C1 (configuration not stated)	-22	0	-25	-3	-5	1	1.4	-3
Cc1nc(SCC(=O)NCCc2ccccc2)nc(C)c1C	-3	4	-20	2	0	1.1	2.1	0
Brc1ccc(-c2ccc(/C=N/Nc3nc4ccccc4[nH]3)o2)cc1	-8	-374	12	-27	4	1.1	5.7	31*
COc1ccccc1N(CC1CO1)S(=O)(=O)c1ccccc1 (configuration not stated)	3	14	-9	0	-9	1.2	-0.5	1
O=C(CSc1nnc(Nc2ccccc2)s1)NCCN1C(=O)CSC1=O	7	20	-24	-1	-21	1.1	-0.2	-3
COc1ccc(OC)c(C2=NOC(C(=O)Nc3cccnc3)C2)c1 (configuration not stated)	-1	-95	-3	1	-3	0.91	-1.5	1
CC12CCC(C(=O)N(CSC(=S)N/N=C\c3ccccc3)C1=O)C2(C)C (configuration not stated)	-3	14	1	2	7	1.3	-5.3	-2
O=C(CN1CCN(c2nc(-c3ccccc3)cs2)CC1)NNC(=O)c1ccco1	-1	9	8	0	7	1.8	-0.8	1
COc1ccc(-c2cc3ccccc3n2CC(O)CNC(CO)(CO)CO)cc1 (configuration not stated)	-6	-88	4	2	-7	0.86	-4.6	0
Cc1ccc(C(=O)NCC(=O)OCC(=O)NCC(F)(F)F)cc1	0	-3	-47	2	-11	1	-1.7	0
COc1ccc(NC(=O)CSc2nccn2Cc2ccc(F)cc2)cc1	2	7	-5	2	-4	1.1	0.6	0
COc1ccc(OC)c(S(=O)(=O)NCCCN2CCCC2=O)c1	-3	4	0	-1	3	1.1	0.1	-1
CSc1nccc(-c2nn(-c3ccc(C)cc3)ccc2=O)n1	-10	-193	0	-2	7	1.1	-0.6	0
CN1CCN(C(c2ccccn2)c2cc(Cl)c3cccnc3c2O)CC1 (configuration not stated)	-4	-10	24	2	17	1.6	-4.5	-3
COc1ccc(C(=O)O)cc1S(=O)(=O)N(C)CCc1cccnc1	4	12	13	2	-7	1.2	0.3	0
O=C(NCC1CC1)C1CCCN(S(=O)(=O)c2ccc(-n3cnnn3)cc2)C1 (configuration not stated)	-3	12	-6	4	-2	0.99	-1.3	0
O=C(c1cc2ccccc2cc1O)N1CCCC1	-5	-61	18	0	6	0.99	0.5	1
CCCc1cc(=O)n2[nH]c(-c3ccccc3)cc2n1	-2	-90	-22	0	37	0.95	1.4	-1
CC(C)CCn1cnc2c(c1=O)c1nc3ccccc3nc1n2Cc1ccc2c(c1)OCO2	13	-90	.	-20	-34	.	0.5	-2
COc1cc(OC)cc(C(=O)OC(C)C(=O)NC2CCCc3ccccc32)c1 (configuration not stated)	-7	0	-7	0	18	1.1	-2.0	2
CCCCNC(=O)Nc1cc(C(=O)OC)ccc1C	-5	23	-17	-3	-21	0.95	0.6	4
O=C1CN(C(=O)COC(=O)c2ccccc2NCc2ccco2)c2ccccc2N1	-18	i	-16	-1	3	1.2	1.4	8
O=C(NC1CCCCC1)N(Cc1ccc(F)cc1)Cc1nc2ccccc2c(=O)[nH]1	-14	13	-10	-1	0	0.91	-0.9	1
CC(=O)Nc1cccc(C(=O)OCC(=O)N2CCC(c3ccccc3)=N2)c1	-10	3	-28	0	-1	1.1	-3.3	-2
Cc1cccc(OCC(=O)N2CCN(C(=O)c3ccc([N+](=O)[O-])cc3)CC2)c1	1	12	-8	2	-7	0.93	0.6	-3
c1ccc(C2C3=C(Nc4ncnn42)c2ccccc2CCC3)cc1 (configuration not stated)	1	11	-4	3	-14	1.1	-0.3	-3
O=C(Nc1nncs1)Oc1ccccc1	-2	10	-29	0	13	0.97	-4.0	2
O=C(COC(=O)c1ccccn1)NCCCc1ccccc1	0	18	5	-4	-5	0.96	-0.9	7
Cc1ccc2c(c1)C1CN(C)CCC1N2C(=O)c1ccc(Cl)c(S(=O)(=O)N2CCOCC2)c1 (configuration not stated)	-5	6	-24	1	-10	0.91	-2.5	4
O=C(Cc1ccc(-n2c(=O)c3ccccc3n(CC(=O)Nc3ccc(F)cc3F)c2=O)cc1)NCc1ccco1	-13	0	-1	-2	3	1.1	1.2	-1
CN1CC2(C)OC(=O)C(Cl)=C2CC1c1ccccc1 (configuration not stated)	-9	22	-5	0	33	1	0.6	0
O=S(=O)(Nc1cccc(Cl)c1)c1ccc2oc(=S)[nH]c2c1	14	-4	2	1	-14	0.97	-1.7	4
COc1cc(C(C)=O)ccc1COc1ccc(C(=O)OCC(N)=O)cc1OC	8	2	-7	-2	-1	0.89	-2.5	3
CC(C)[C@H](NC(=O)[C@@H]1Cc2ccccc2CN1C(=O)OC(C)(C)C)C(=O)NCc1ccco1	2	8	3	1	-3	1.2	-1.4	-2
Cc1oc2c(C)c3oc(=O)c(CCC(=O)NCCCN4CCOCC4)c(C)c3cc2c1C	-35	-170	8	-83	15	0.97	0.0	-2
O=C(c1ccccc1)N(Cc1nc2ccccc2c(=O)[nH]1)C1CCCC1	1	13	6	1	5	1	-0.4	2
CCC/C(C#Cc1ccsc1)=C1/c2ccccc2C(=O)N1c1ccccc1	0	-247	0	-25	-4	1.3	1.5	-7
Cn1c(Cc2ccccc2)nnc1SCC(=O)NCCc1ccccc1	-5	-1	-18	1	0	0.95	0.0	0
Cc1ccc(N(CC(=O)N2CCCCC2)S(=O)(=O)c2ccc(C)cc2)cc1	-10	0	2	0	-4	0.96	-4.1	0
CCc1ccccc1N(C(=O)c1snc(C(N)=O)c1N)C(C(=O)NCC1CCCO1)c1ccc(N(C)C)cc1 (configuration not stated)	1	-166	-31	-4	16	0.93	0.1	-4
O=S(=O)(NN1CCOCC1)c1cc(Cl)cc(Cl)c1O	-4	-6	7	2	0	1.1	-0.8	3
CCN(CC)C(=O)c1c(-c2ccccc2)oc2ccc(OC)cc12	-9	-163	-4	1	-3	0.92	2.6	-2
CN(C)c1nc(N)nc(CSc2ccccn2)n1	-3	14	16	2	5	1	0.9	3
Carrying on:
SMILES	ATG4B inhibitor	SENP8 inh	SENP6 block	SENP1 FRET inh	PfGluPho inh	hIAP activ	MPTP inh	GRIN3A LBD mod
CC1CCCCN1CCNS(=O)(=O)c1ccc2c(c1)oc(=O)n2C (configuration not stated)	-5	10	-9	3	-7	1.2	2.2	2
COc1ccc(/C=C/C=N/NC(=O)COc2ccc(OC)cc2)cc1	-2	3	-14	2	5	1.1	0.4	-15
CCc1[nH]nc2c1C(c1ccc(C)o1)C(C#N)=C(N)O2 (configuration not stated)	3	6	-10	-1	11	0.95	-1.7	0
CC(Cc1cccs1)N(Cc1ccc(Cl)cc1)C(=O)c1ccncc1 (configuration not stated)	-6	12	-10	0	28	0.89	0.8	0
COC(=O)c1cc2c(s1)-c1ccccc1OC2	-9	-488	9	-24	4	1.2	-1.2	5
O=C(CCN1C(=O)/C(=C/c2ccccc2F)SC1=S)N[C@@H](CO)Cc1ccccc1	9	26	11	1	-4	1.2	-1.1	-2
CNC(=O)c1ccc(-n2nc(C)cc2-c2ccccc2)cc1	-8	18	-6	1	8	1.1	0.6	2
CCCC1(C(=O)OCC)NC(c2ccc(OC)cc2OC)C2C(=O)N(c3ccccc3)C(=O)C21 (configuration not stated)	-11	13	-9	1	4	1.1	1.0	1
CN(C)CCN(Cc1cc2cc3c(cc2[nH]c1=O)OCO3)C(=S)NCc1ccco1	8	-388	10	-1	4	1.1	0.4	1
CC1CCN(CCCNS(=O)(=O)c2cc(Br)cc3c2N(C(=O)C2CC2)CC3)CC1	10	10	-1	-3	-8	1.1	-0.7	-2
O=C(c1ccc2c(c1)OCO2)C1CCCN(C(=O)c2cnn(Cc3ccccc3)c2)C1 (configuration not stated)	-6	5	-3	5	-6	1	1.7	0
CCCCOc1ccc(C(=O)NNC(=O)C2C3CCC(C3)C2C(=O)O)cc1 (configuration not stated)	-4	4	-8	-1	-8	1	1.0	-29
CCOc1ccc2nc(NC(=O)C(NS(=O)(=O)c3cccs3)C(C)C)sc2c1 (configuration not stated)	-10	13	4	1	1	1	1.1	-7
COc1ccc(-c2ccnc3c(C#N)cnn23)cc1	8	-404	9	-8	0	1.1	-1.0	-1

At a glance, 7 of the compounds above:
SMILES	ATG4B inhibitor	SENP8 inh	SENP6 block	SENP1 FRET inh	PfGluPho inh	hIAP activ	MPTP inh	GRIN3A LBD mod
CCCC1(C(=O)OCC)NC(c2ccc(OC)cc2OC)C2C(=O)N(c3ccccc3)C(=O)C21 (configuration not stated)	-11	13	-9	1	4	1.1	1.0	1
CN(C)CCN(Cc1cc2cc3c(cc2[nH]c1=O)OCO3)C(=S)NCc1ccco1	8	-388	10	-1	4	1.1	0.4	1
CC1CCN(CCCNS(=O)(=O)c2cc(Br)cc3c2N(C(=O)C2CC2)CC3)CC1	10	10	-1	-3	-8	1.1	-0.7	-2
O=C(c1ccc2c(c1)OCO2)C1CCCN(C(=O)c2cnn(Cc3ccccc3)c2)C1 (configuration not stated)	-6	5	-3	5	-6	1	1.7	0
CCCCOc1ccc(C(=O)NNC(=O)C2C3CCC(C3)C2C(=O)O)cc1 (configuration not stated)	-4	4	-8	-1	-8	1	1.0	-29
CCOc1ccc2nc(NC(=O)C(NS(=O)(=O)c3cccs3)C(C)C)sc2c1 (configuration not stated)	-10	13	4	1	1	1	1.1	-7
COc1ccc(-c2ccnc3c(C#N)cnn23)cc1	8	-404	9	-8	0	1.1	-1.0	-1
